# Compound activity: PubChem BioAssay, Sanford-Burnham Center for Chemical Genomics
# Scp-1 inhibitor: Scp-1 (human) phosphatase inhibition | Q9GZU7 | Recombinant Scp1, phosphopeptide, malachite green phosphate absorbance | inhibition, % at 20 µM | 0.88% of 340,000 active;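 active = inhibition above about 50% at 20 µM, limit read from the data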;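 note: plate controls were DMSO wells with enzyme for no effect and wells lacking enzyme for full effect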
# Target sequence (Q9GZU7 76-261 limits assumed): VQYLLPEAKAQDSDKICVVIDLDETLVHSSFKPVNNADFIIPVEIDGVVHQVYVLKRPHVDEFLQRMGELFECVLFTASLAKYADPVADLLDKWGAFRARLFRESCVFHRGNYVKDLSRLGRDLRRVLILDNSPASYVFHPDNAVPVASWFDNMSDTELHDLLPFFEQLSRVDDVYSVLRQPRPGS
#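 System: truncated SCP-1 phosphatase (76-261aa); medium: Tris acetate buffer pH 5.5 with MgCl2 and Tween-20; incubation: 45 min room-temperature reaction, 5 min colour, 30 min stabiliser; compound: single 20 µM dose, 1% DMSO; reagent: Phosphorylated 17-residue peptide substrate; read-out: % inhibition at 20 µM; technique: colorimetric free-phosphate detection, absorbance 630 nm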
# MT1-MMP act inh: MT1-MMP (human) activation inhibition. GFP/RFP ratio change, % at 20 µM. HT1080 RFP-PRO-GFP cells, GFP/RFP ratio fluorescence, overnight; percent of plate control window, DMSO zero. AID 651647. 0.061% of 360,000 active. P50281;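 active = GFP/RFP ratio change of at least 30% with cell ATP level not reduced by more than half and red fluorescence within 50% of control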; note: strong numbers were not always called active
#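 system = RFP-PRO-GFP reporter HT1080 cells | dosing = 20 µM single dose, 1% DMSO | timing = overnight cell settling, then overnight compound exposure, 37 °C, 5% CO2 | read-out basis = GFP/RFP fluorescence ratio | controls = DMSO and RFP-L50D-GFP cell wells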
# CendR NRP1 mod: modulators of CendR peptide binding to human neuropilin-1; 0.85% of 360,000 active; FAM-RPARPAR peptide binding to NRP-1, fluorescence polarization; O14786; inhibition, % at 25 µM;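 active = inhibition or corrected inhibition above about 18%, plus a signal ratio from 0.5 to 1.5, limit read from the data, passing the limit was not always enough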; note: strong numbers were not always called active
# Rpn11 block: inhibitors of human proteasome Rpn11 | human 26S proteasome, Ub4-pepOG fluorescence polarization; 20S core pre-blocked with epoxomicin | calls only at 20 µM | 0.59% of 360,000 active;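 active = inhibition at 20 µM, scaled to each plate's controls, above about 33%, limit read from the data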
# Target sequence (O00487 whole entry, looked up): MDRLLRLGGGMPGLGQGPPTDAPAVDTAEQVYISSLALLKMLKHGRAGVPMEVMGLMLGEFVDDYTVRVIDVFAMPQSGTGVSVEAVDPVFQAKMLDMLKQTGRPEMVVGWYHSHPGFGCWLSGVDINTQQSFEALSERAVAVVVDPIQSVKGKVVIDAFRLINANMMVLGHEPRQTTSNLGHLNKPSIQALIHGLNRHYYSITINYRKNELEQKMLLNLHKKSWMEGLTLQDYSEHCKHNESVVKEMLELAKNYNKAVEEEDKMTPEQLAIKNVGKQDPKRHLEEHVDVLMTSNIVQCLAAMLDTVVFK
# LMPTP block: blocks human LMPTP phosphatase; 0.22% of 360,000 active; recombinant LMPTP-A, OMFP fluorogenic substrate, fluorescence intensity; inhibition, % at 20 µM; AID 651560;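 active = compounds that cut the enzyme signal by at least half of the control window in the single-dose screen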;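 note: plate controls were DMSO wells with enzyme plus substrate for no effect and substrate without enzyme for full effect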
# Target sequence (P24666 whole entry, looked up): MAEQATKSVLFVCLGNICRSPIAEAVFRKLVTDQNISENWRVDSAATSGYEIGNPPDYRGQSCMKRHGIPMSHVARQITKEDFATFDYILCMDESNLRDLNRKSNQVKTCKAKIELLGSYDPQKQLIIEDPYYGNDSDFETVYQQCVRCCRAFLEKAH
#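 Test system: LMPTP-A, protein tyrosine phosphatase of low molecular weight; Input: 0.625 nM enzyme; Incubation: 50 min dark incubation at room temperature; Signal: endpoint fluorescence intensity from OMFP dephosphorylation; Read-out basis: % inhibition versus control wells.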
# NadD inh: inhibitors of Staphylococcus aureus NadD | purified NadD enzyme, colorimetric absorbance read-out | inhibition, % at 20 µM | 0.78% of 360,000 active | AID 602399; in the data active = inhibition above about 26%; note: some compounds past the cut are filed as inactive
# DNMT1 block: DNMT1 (human) enzyme inhibition | P26358 | DNMT1 molecular beacon, Hinp1I cleavage, fluorescence | inhibition (reported as % activation of signal), % at 10 µM | 0.83% of 360,000 active | AID 588458; in the data active = inhibition above about 50%
# SUMO1-SIM PPI: modulators of human SUMO1-mediated protein-protein interactions; P63165; SUMO1 binding to a labelled peptide, TR-FRET, 1 h; inhibition, % at 20 µM; 0.33% of 360,000 active; AID 602429; in the data active = inhibition above about 37%
# Target sequence (P63165 whole entry, looked up): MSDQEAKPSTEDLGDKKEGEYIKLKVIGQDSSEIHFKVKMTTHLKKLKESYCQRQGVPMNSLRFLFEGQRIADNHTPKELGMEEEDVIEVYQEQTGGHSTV
# SKN-1 block: C. elegans SKN-1 inhibition. inhibition, % at 21.8 µM. AID 624304. C. elegans VP596 Pgst-4::GFP/RFP ratio, acrylamide-induced, 24 h. 0.49% of 360,000 active;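 active = interference check ratio from 0.5 to 1.5 plus GFP to RFP signal ratio inhibition reaching or exceeding a fixed threshold, cut at about 30% in these data, passing the limit was not always enough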; note: some compounds called inactive have numbers as strong as hits
# STEP block: inhibitors of human striatal-enriched phosphatase STEP; P54829; recombinant STEP, OMFP fluorogenic substrate, fluorescence; inhibition, % at 20 µM; 0.25% of 360,000 active; AID 588621;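 active = inhibition at 20 µM, scaled per plate between control wells, above about 37%, limit read from the data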;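 note: 0% = DMSO with enzyme and substrate and 100% = substrate only without enzyme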
#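 System: isolated STEP enzyme; schedule: 20 min enzyme reaction at room temperature, protected from light; medium: Bis-Tris buffer pH 6.0, 2.5 mM DTT, 0.005% Tween 20; signal: fluorescence, 480/540 nm; dosing: single compound dose of 20 µM, 1% DMSO final; also added: OMFP substrate, 25 µM final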
# Numbers without * were called inactive; i = inactive; · = no result given; + = active, no number.
compound,Scp-1 inhibitor,MT1-MMP act inh,CendR NRP1 mod,Rpn11 block,LMPTP block,NadD inh,DNMT1 block,SUMO1-SIM PPI,SKN-1 block,STEP block
CCC(=O)Nc1cc(C(=O)OCc2ccc(C(=O)Oc3ccccc3)cc2)ccc1C,-5,-6,-6,i,0.4,-6,13,-5,16,0
O=C(COc1ccc(C(=O)c2ccccc2)cc1)Nc1cccnc1,-3,4,11,i,-0.1,-4,-2,7,3,-1
Cc1ccccc1OCc1nnc(SCc2nc3ccccc3c(=O)[nH]2)n1C,-4,-3,9,i,-1.1,4,-1,3,8,-3
O=C1c2ccccc2C(=O)N1CC1c2ccccc2CCN1C(=O)CN1CCOCC1 (stereo not given),-1,-1,8,i,0.5,7,-10,-13,5,-1
COc1ccc(NS(=O)(=O)c2ccc(C(=O)OC(C)C(=O)N3CCOCC3)cc2)cc1 (stereo not given),-2,-2,6,i,0.2,9,-2,-1,9,1
Cc1ccc(Cn2nnc3c(=O)[nH]c(C4CCN(S(=O)(=O)c5ccc(C)cc5)CC4)nc32)cc1,-6,-2,-2,i,3.0,22,-8,-1,-6,-1
CCCCc1ccc(NC(=S)N2CCN(C(=O)OCC)CC2)cc1,9,7,0,i,6.8,-1,2,13,-7,24
CC(=O)c1ccc(OCCCC(=O)Nc2cccc(S(=O)(=O)N3CCCCCC3)c2)cc1,-21,-2,5,i,0.1,0,0,-2,-8,1
CCC(=O)c1cn(CC(=O)Nc2cccc(C)c2C)c2ccccc12,-5,5,-1,i,-2.1,-8,9,2,3,0
CCC1Oc2ccccc2N(Cc2ccccc2C)C1=O (stereo not given),-3,3,1,i,1.5,-11,-2,4,-19,3
COc1cc2cc3c(N)c(C(=O)Nc4sc(C)c(C)c4C#N)sc3nc2cc1OC,18,-57,-95,+,3.6,8,-7,17,-3,6
COc1cccc(-c2cnc3c(NC(C)=O)cc(-c4ccc(C(=O)N5CCOCC5)cc4)cn23)c1,·,-3,-28,i,0.7,-1,-10,-27,1,2

# Going on with the list:
compound,Scp-1 inhibitor,MT1-MMP act inh,CendR NRP1 mod,Rpn11 block,LMPTP block,NadD inh,DNMT1 block,SUMO1-SIM PPI,SKN-1 block,STEP block
CCOC(=O)C1CCCN(CCC(=O)Nc2cccc(F)c2)C1 (stereo not given),0,5,7,i,-0.3,4,0,-1,-1,0
O=C(CN(C(=O)CSc1nc2ccccc2o1)c1cccc(F)c1)NC1CCCCC1,-6,3,-20,i,0.6,-7,-1,-1,2,5
O=C(NCCN1CCC(n2c(=O)[nH]c3ccccc32)CC1)c1cccc(Cl)c1,·,6,8,·,2.9,-5,·,0,-11,·
OCCC1CN(CCCc2ccccc2)CCN1Cc1ccccc1 (stereo not given),-4,0,-1,i,-1.1,-9,0,5,-13,3
O=C(NCCOc1ccccc1)C1CCC(=O)N(Cc2ccc(Cl)cc2)C1 (stereo not given),4,-1,-1,i,-0.8,-2,1,-2,-7,-2
O=C(NC(=S)Nc1ccccc1N1CCCC1)c1ccc(F)cc1,-3,2,-3,i,1.4,-5,-23,3,9,1
Cc1ccc(-c2nc3ccccc3[nH]2)s1,4,0,-8,i,1.4,2,-3,-1,23,-1
O=C(c1ccc(Cl)nc1)N1CCN(S(=O)(=O)c2ccc3c(c2)OCCO3)CC1,-10,-4,0,i,-0.2,5,1,3,27,1
COc1ccc(NC(=S)Nc2cccc(C(F)(F)F)c2)c(C)c1,4,4,16,i,-0.6,-1,6,0,8,6
O=C(NCc1ccc(C(F)(F)F)cc1)C12CN(Cc3ccccc3)CC1C(c1cccc([N+](=O)[O-])c1)=NO2 (stereo not given),4,-20,17,i,3.7,18,2,-5,-3,1
COc1ccc(C(=O)Nc2ccccc2SCc2cc(=O)n3nc(C)sc3n2)cc1OC,-8,1,18,i,-0.9,2,1,0,7,5
O=C(NNc1nc2ccc(Cl)cc2s1)c1cc(-c2cccs2)nc2ccccc12,7,6,-32,i,2.9,44*,22,1,4,2

# The results go on.
compound,Scp-1 inhibitor,MT1-MMP act inh,CendR NRP1 mod,Rpn11 block,LMPTP block,NadD inh,DNMT1 block,SUMO1-SIM PPI,SKN-1 block,STEP block
C/C(=N\NC(=O)c1ccccc1O)c1c(O)cc(C)oc1=O,-2,-24,3,i,-0.8,0,-2,-2,4,0
COc1ccc(S(=O)(=O)CCC(=O)N2CCN(c3ccc([N+](=O)[O-])cc3)CC2)cc1,-6,5,2,i,-0.5,5,1,-28,3,-1
O=C(NC(=S)N1CCCc2ccccc21)c1ccc([N+](=O)[O-])cc1,-13,3,-16,i,3.9,1,-8,-13,5,-1
COC(=O)C1=C(N)OC2=C(C(=O)CC(C)(C)C2)C1c1cccs1 (stereo not given),3,-2,1,i,0.4,5,0,0,18,-1
Cc1cc(C)cc(COn2ccnc2)c1,-7,1,3,i,0.5,-3,-3,0,15,-3
Cc1cc(=O)[nH]c(SCC(=O)N2CCN(C(=O)c3ccco3)CC2)n1,-8,0,3,i,-0.4,-2,-1,4,-8,-3
Cc1ccc(C)c(N2N=C(C(=O)Nc3cccc(S(=O)(=O)N4CCCCC4)c3)CCC2=O)c1,-8,-1,4,i,-0.3,3,-5,0,4,-2
O=C(NC(Cc1c[nH]c2ccccc12)c1nnc2n1CCCCC2)c1ccccc1 (stereo not given),-2,2,-5,i,-2.4,-1,-4,-2,5,0
COc1cc(CNc2nc3ccccc3n2C)cc(OC)c1OC,5,5,-7,i,0.9,4,8,-3,-2,-3
C/C(=C\COc1cc(=O)[nH]c2ccccc12)CCC(O)C(C)(C)O (stereo not given),7,-6,-5,i,0.7,0,-1,3,10,0
CC1(C)Cc2c(sc3c2c(=N)n(Cc2ccco2)c(=O)n3Cc2ccccc2)CO1,-2,-1,9,i,0.9,26,-4,2,10,0
NC(=O)C1CCCN1Cc1ccc2c(c1)OCO2 (stereo not given),-8,2,4,i,-1.2,0,-2,-2,-1,1

# (cont.)
compound,Scp-1 inhibitor,MT1-MMP act inh,CendR NRP1 mod,Rpn11 block,LMPTP block,NadD inh,DNMT1 block,SUMO1-SIM PPI,SKN-1 block,STEP block
CCSc1nnc(SCC(=O)NNC(=O)c2ccccc2F)s1,0,-1,7,i,-0.5,0,1,-2,4,1
OC(c1ccccc1)(c1ccccc1)C1CCN(CCCOc2ccccc2)CC1,·,1,3,·,-1.1,-3,·,-14,18,·
CC(C)(C)c1ccc(S(=O)(=O)NC(=O)C2(C)CCN2C(=O)C2(c3ccc(Cl)cc3)CC2)cc1 (stereo not given),·,4,7,i,-0.8,9,5,6,16,2
O=C(CSc1nc2ccccc2n1S(=O)(=O)c1ccccc1)N1CCCCC1,-1,-3,4,i,-1.2,6,1,2,8,6
Cc1cccc(NS(=O)(=O)c2ccc(Oc3ccccc3)cc2)n1,1,7,6,i,-0.4,2,-1,6,-12,-2
O=C1CN=C(Nc2ccccc2)N1Cc1cccs1,-11,-1,-2,i,-1.5,-1,2,0,22,-3
CC(NC(=O)c1ccc(CS(C)(=O)=O)cc1)c1ccc(-c2ccccc2)cc1 (stereo not given),-8,3,-13,i,1.4,-1,-2,3,5,0
O=S(=O)(NC1CCCCCCC1)c1cccs1,-1,-2,-6,i,0.1,2,-2,2,13,1
Cc1ccc(S(=O)(=O)N2CCCCC2)cc1NC(=O)COC(=O)C1=COCCO1,-2,4,2,i,-0.1,5,-1,1,11,-1
O=C(NC1CCCCC1)C1c2ccccc2OCC(=O)N1Cc1ccccc1 (stereo not given),·,0,3,·,-1.7,2,·,7,0,·
CC(=O)c1ccccc1NC(=O)COC(=O)CCCN1C(=O)c2cccc3cccc(c23)C1=O,0,1,6,i,3.7,-5,-2,-18,-7,0
Cc1cc(-c2cc(C(=O)NC3CCCC3)on2)nc(NCC2CC2)n1,-7,1,10,i,-0.8,-1,-1,4,8,-3

# Exported with the structure last: entries from further up
Scp-1 inhibitor | MT1-MMP act inh | CendR NRP1 mod | Rpn11 block | LMPTP block | NadD inh | DNMT1 block | SUMO1-SIM PPI | SKN-1 block | STEP block | structure
0 | -1 | 7 | i | -0.5 | 0 | 1 | -2 | 4 | 1 | CCSc1nnc(SCC(=O)NNC(=O)c2ccccc2F)s1
· | 1 | 3 | · | -1.1 | -3 | · | -14 | 18 | · | OC(c1ccccc1)(c1ccccc1)C1CCN(CCCOc2ccccc2)CC1
· | 4 | 7 | i | -0.8 | 9 | 5 | 6 | 16 | 2 | CC(C)(C)c1ccc(S(=O)(=O)NC(=O)C2(C)CCN2C(=O)C2(c3ccc(Cl)cc3)CC2)cc1 (stereo not given)
-1 | -3 | 4 | i | -1.2 | 6 | 1 | 2 | 8 | 6 | O=C(CSc1nc2ccccc2n1S(=O)(=O)c1ccccc1)N1CCCCC1
1 | 7 | 6 | i | -0.4 | 2 | -1 | 6 | -12 | -2 | Cc1cccc(NS(=O)(=O)c2ccc(Oc3ccccc3)cc2)n1
-11 | -1 | -2 | i | -1.5 | -1 | 2 | 0 | 22 | -3 | O=C1CN=C(Nc2ccccc2)N1Cc1cccs1
-8 | 3 | -13 | i | 1.4 | -1 | -2 | 3 | 5 | 0 | CC(NC(=O)c1ccc(CS(C)(=O)=O)cc1)c1ccc(-c2ccccc2)cc1 (stereo not given)
-1 | -2 | -6 | i | 0.1 | 2 | -2 | 2 | 13 | 1 | O=S(=O)(NC1CCCCCCC1)c1cccs1
-2 | 4 | 2 | i | -0.1 | 5 | -1 | 1 | 11 | -1 | Cc1ccc(S(=O)(=O)N2CCCCC2)cc1NC(=O)COC(=O)C1=COCCO1
· | 0 | 3 | · | -1.7 | 2 | · | 7 | 0 | · | O=C(NC1CCCCC1)C1c2ccccc2OCC(=O)N1Cc1ccccc1 (stereo not given)
0 | 1 | 6 | i | 3.7 | -5 | -2 | -18 | -7 | 0 | CC(=O)c1ccccc1NC(=O)COC(=O)CCCN1C(=O)c2cccc3cccc(c23)C1=O
-7 | 1 | 10 | i | -0.8 | -1 | -1 | 4 | 8 | -3 | Cc1cc(-c2cc(C(=O)NC3CCCC3)on2)nc(NCC2CC2)n1

# (continued)
compound,Scp-1 inhibitor,MT1-MMP act inh,CendR NRP1 mod,Rpn11 block,LMPTP block,NadD inh,DNMT1 block,SUMO1-SIM PPI,SKN-1 block,STEP block
Cc1nn(C2CCS(=O)(=O)C2)c(Cl)c1/C=C/C(=O)OCC(=O)Nc1ccccc1[N+](=O)[O-] (stereo not given),-6,-5,5,i,0.7,-8,-3,-13,10,2
COc1cccc(OC)c1C(=O)N1CCN(C(=O)c2ccc(-c3ccccc3)cc2)CC1,-5,-1,5,i,-0.6,4,0,4,-1,1
O=C(COC(=O)c1cccnc1Cl)NCCCc1ccccc1,-13,-1,3,i,-0.9,-3,4,4,6,-4
O=S(=O)(NCc1ccc(Cl)cc1Cl)c1cccs1,0,-1,-2,i,0.9,2,-1,1,-5,0
